From PubChem BioAssay
TbREL1 inh = TbREL1 inhibition, primary screen. inhibition, % at 9.66 µM. actives 0.49% (n = 89,000). TbREL1 RNA ligation, FRET fluorescence. P86926;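 active = inhibition above the mean inhibition across all screened compounds plus 3 SD, cut at about 11% in these data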;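 also: 0% = plate median of test wells and 100% = NSC42067 control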
Target sequence (P86926 whole entry, looked up): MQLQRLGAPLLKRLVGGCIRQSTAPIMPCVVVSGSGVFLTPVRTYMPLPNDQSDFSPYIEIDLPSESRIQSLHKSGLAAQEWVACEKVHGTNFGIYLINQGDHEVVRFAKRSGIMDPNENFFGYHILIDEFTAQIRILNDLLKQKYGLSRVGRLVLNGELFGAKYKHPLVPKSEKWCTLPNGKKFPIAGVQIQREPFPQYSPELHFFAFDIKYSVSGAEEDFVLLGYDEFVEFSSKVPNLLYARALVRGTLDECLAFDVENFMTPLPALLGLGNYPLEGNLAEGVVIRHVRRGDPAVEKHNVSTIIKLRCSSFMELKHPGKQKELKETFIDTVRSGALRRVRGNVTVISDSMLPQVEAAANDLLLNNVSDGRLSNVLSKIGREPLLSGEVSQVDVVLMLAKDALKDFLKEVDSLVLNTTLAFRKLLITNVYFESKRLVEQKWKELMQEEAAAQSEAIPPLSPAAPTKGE
* hit, by the source's call. Not all compounds are listed; rates above refer to the full screens.

SMILES	TbREL1 inh
C[C@H](NS(=O)(=O)c1ccc([N+](=O)[O-])cc1)C(=O)NCCNC(=O)[C@@H](C)NS(=O)(=O)c1ccc([N+](=O)[O-])cc1	4
Cc1ccc(OCC(=O)N2N=C(c3ccncc3)CC2(O)C(F)(F)F)cc1C (configuration not stated)	-4
Cc1cc(=O)[nH]c(SCC(=O)c2ccc(C)c(C)c2)n1	-2
CC(Sc1ncc(C#N)c(N)n1)C(=O)Nc1ccccc1 (configuration not stated)	-1
CCCc1nc2ccccc2c(C(=O)N(CC)CC(=O)NCc2cccs2)c1CC	-5
COc1ccc(C2C(C#N)=C(N)Oc3cc(O)ccc32)cc1OC (configuration not stated)	-1
O=C(Nc1cccnc1Cl)c1cccc(F)c1	-3
CC(=O)N1CC=CC1(C)C(=O)O (configuration not stated)	1
CC(NC(=O)C1CCN(C(=O)c2cccs2)CC1)c1ccc(S(N)(=O)=O)cc1 (configuration not stated)	-1
CC(C)CNC(=O)CC(c1ccccc1)c1ccccc1	-2
COc1ccc(-c2cccc(-c3nc4ccc(Cl)cn4c3NC3CCCCC3)c2)cc1	6
O=C1NC(c2ccc3c(c2)OCO3)c2c(-c3ccccc3)n[nH]c21 (configuration not stated)	6
CCOC(=O)C1CCN(C(=O)C(C)(C)NC(=O)Nc2ccc3c(c2)CCC3)CC1	5
O=C(CNC(=O)c1cccs1)OCc1c(F)cccc1Cl	-1
COc1ccc(-c2oc3ccc(N4CCOCC4)cc3c2/C=C/c2ccc(OC)c(OC)c2)cc1	-1
O=C(CSc1nncs1)NC1CCCc2ccccc21 (configuration not stated)	-1
CCC1(C)CC(=O)N(c2ccc(C(=O)O)c(O)c2)C1=O (configuration not stated)	-1
COc1ccc(CC(=O)Nc2nnc(SCc3ccccc3)s2)cc1S(=O)(=O)N1CCOCC1	0
c1coc(Cn2nnnc2CN2CCN(C3CCCC3)CC2)c1	2
CCOc1ccccc1C(=O)OCC(=O)Nc1cc(S(=O)(=O)N2CCOCC2)ccc1C	-2

Fetched by structure from the entries so far (6):
SMILES	TbREL1 inh
CCOc1ccccc1C(=O)OCC(=O)Nc1cc(S(=O)(=O)N2CCOCC2)ccc1C	-2
Cc1ccc(OCC(=O)N2N=C(c3ccncc3)CC2(O)C(F)(F)F)cc1C (configuration not stated)	-4
CCCc1nc2ccccc2c(C(=O)N(CC)CC(=O)NCc2cccs2)c1CC	-5
O=C(Nc1cccnc1Cl)c1cccc(F)c1	-3
CCC1(C)CC(=O)N(c2ccc(C(=O)O)c(O)c2)C1=O (configuration not stated)	-1
COc1ccc(CC(=O)Nc2nnc(SCc3ccccc3)s2)cc1S(=O)(=O)N1CCOCC1	0

Continuation:
SMILES	TbREL1 inh
COc1ccc(C(NC(=O)/C=C/c2ccco2)c2ccc(OC)c(OC)c2)cc1OC	1
C[C@@H]1CN([C@H](C)CO)C(=O)c2cc(NC(=O)Nc3ccc(C(F)(F)F)cc3)ccc2O[C@H]1CN(C)C(=O)Nc1ccc(F)cc1	1
COc1ccc(NC(=O)c2cc(F)c(F)cc2Cl)cc1Cl	-5
Cc1ccc(CNC(=O)CC2Nc3c4ccccc4nc(=S)n3C2=O)cc1 (configuration not stated)	4
COc1ccccc1CNC(=O)C(NC(=O)Nc1ccccc1)C(C)C (configuration not stated)	1
COC(=O)C1C(C(=O)OC)C1(c1ccccc1)c1ccccc1 (configuration not stated)	2
CCOc1cccc(OCCCCn2ccnc2)c1	0
OCCN(CCCn1c(C(F)(F)F)nc2ccccc21)c1nc(CN2CCCCC2)cs1	2
Cn1ccc(C(=O)OCC(=O)Nc2ccccc2Cl)n1	-5
Cc1ccccc1Cn1cc(COC(=O)NCCc2c[nH]c3ccccc23)nn1	-5
COc1ccc(-c2nc(NC(=O)c3n[nH]c(=O)c4ccccc34)sc2C)cc1	-1
Cc1ccc2nc(NC(=O)C3CCCN(S(=O)(=O)c4cccnc4)C3)sc2c1 (configuration not stated)	-1
O=C(NCCO)C(=O)NCC1CCCN1S(=O)(=O)c1cccs1 (configuration not stated)	-1
Cc1cc(C(=O)CSc2nnc(Nc3ccccc3)s2)c(C)n1CC1CCCO1 (configuration not stated)	-5
Cc1cccc(C(=O)Nc2c(C(=O)N3CCN(C)CC3)cnn2-c2ccccc2)c1	0
Cc1cccc(-n2ncc3c(N4CCOCC4)ncnc32)c1	-1
COc1cccc(OCC(=O)Nc2ccc(OC)c(OC)c2)c1	4
O=C(NCC1CCCN(Cc2cccc(C(F)(F)F)c2)C1)c1ccc(F)cc1 (configuration not stated)	0
O=C(Cn1cccn1)N1CCCC(N2CCN(c3cccc(C(F)(F)F)c3)CC2)C1 (configuration not stated)	-3
Cc1c(C(=O)N(CC(C)C)c2c(N)n(Cc3ccccc3)c(=O)[nH]c2=O)sc2nc3n(c(=O)c12)CCC3	2
O=C(Nc1ccc(F)cc1)c1ccc(Br)c(S(=O)(=O)N2CCOCC2)c1	5
COc1ccc(-c2noc(CNC(=O)C(C)Oc3ccccc3)n2)cc1 (configuration not stated)	-2
CCOC(=O)N1CCN(C(=O)c2cccc(OC)c2O)CC1	-2
Cc1ccc(N(C(=O)c2cccs2)C2C=CS(=O)(=O)C2)cc1 (configuration not stated)	4
CCOc1ccc2nc(SCc3ccccc3C#N)sc2c1	1
COc1ccc(C(=O)N/N=C(/C)c2cccc(NC(=O)C(F)(F)F)c2)cc1	0
COc1ccc(C(C)=O)cc1CSCC(=O)O	-2
COCCNc1nc(-c2cc(C)c(C)cc2C)cs1	-2
CCOc1ccc(C(=O)NCC(=O)Nc2ccncc2)cc1OCC	0
COc1ccc(/C=C(\NC(=O)c2ccccc2)C(=O)N/N=C/c2cccnc2)cc1	-2
CC1CCN(c2nc(-c3ccc(F)cc3)cc(C(F)(F)F)n2)CC1	2
CCOc1ccc(C(=O)Nc2sc3c(c2C(=O)OC)CC(C)(C)NC3(C)C)cc1	3
Cc1ccc(NC(=Nc2ccc(Br)cc2)N2CCOCC2)cc1C	5
CN(C)CCCN(C(=O)c1ccc2c(c1)CCCC2)c1nc2cc3c(cc2s1)OCO3	7
CCC1COCCS(=O)(=O)N1Cc1ccccc1 (configuration not stated)	-1
NC(=O)c1c(NC(=O)c2ccccc2)sc2c1CCc1ccccc1-2	2
CC(NC(=O)c1cc(-c2ccccc2)on1)c1ccccc1 (configuration not stated)	0
Cn1c(=O)c2c(nc(SCC(=O)NC34CC5CC(CC(C5)C3)C4)n2C)n(C)c1=O	4
CCc1ccccc1N(C(=O)CCC(=O)Nc1cc(C)on1)C(C(=O)NC1CCCC1)c1ccco1 (configuration not stated)	7
COc1ccc(C2/C=C\CN(C(=O)C3CCCCC3)CC(=O)N2Cc2ccc(F)cc2)cc1 (configuration not stated)	0

5 structures already listed, arranged by formula weight, rising:
SMILES	TbREL1 inh
CCC1COCCS(=O)(=O)N1Cc1ccccc1 (configuration not stated)	-1
Cc1ccc(N(C(=O)c2cccs2)C2C=CS(=O)(=O)C2)cc1 (configuration not stated)	4
CC1CCN(c2nc(-c3ccc(F)cc3)cc(C(F)(F)F)n2)CC1	2
CCOc1ccc(C(=O)Nc2sc3c(c2C(=O)OC)CC(C)(C)NC3(C)C)cc1	3
COc1ccc(C2/C=C\CN(C(=O)C3CCCCC3)CC(=O)N2Cc2ccc(F)cc2)cc1 (configuration not stated)	0

Next records
SMILES	TbREL1 inh
CCN(CC)S(=O)(=O)c1cc(C(=O)Nc2cccnc2Cl)ccc1Cl	-2
O=C(O)C1=NN(c2ccccc2)C(=O)C1	4
Cc1ccc2oc(=O)c3cc(C(=O)NCCN4CCN(C)CC4)sc3c2c1	2
Cc1ccc(S(=O)(=O)N2CCOCC2)cc1NC(=O)CSc1nnc(NC2CC2)s1	0
Cc1nc(COC(=O)c2c(C)nn(-c3ccccc3)c2C)cs1	-1
CCOc1ccc(-n2c(SCc3ccc(C#N)cc3)nnc2-c2ccco2)cc1	2
CC12CN3CCN(CC(C3)C1(O)CN1CCOCC1)C2 (configuration not stated)	6
O=C(CCCNC(=O)c1ccc(Cl)cc1)NCc1ccccc1F	4
Cc1ccc(S(=O)(=O)Nc2cccnc2Oc2ccc(Cl)cc2)cc1	0
O=c1[nH]c(C2CCN(S(=O)(=O)c3ccc4c(c3)OCCO4)CC2)nc2c1nnn2Cc1ccc(F)cc1	0
CN(C)/C(CN1CCN(C=O)CC1)=C1\N=C(c2ccccc2)OC1=O	-5
O=C1CNC(=S)N1CCCn1ccnc1	1
CC(C)COC(=S)Nc1ccccc1	5
COc1ccc(C(=O)C2CCCN(C(=O)Cn3nc(C)cc3C)C2)cc1F (configuration not stated)	-1
Cc1ccc(C(=O)c2sc3c(c2N)c(=O)[nH]c(=O)n3CCc2ccccc2)cc1	2
CC1CC(C)CN(C(=O)COC(=O)c2cncc(Br)c2)C1 (configuration not stated)	5
CCN(C(N)=S)c1ccccc1	-5
O=C1CC(Nc2ccc(N3CCOCC3)cc2)C(=O)N1Cc1ccccc1 (configuration not stated)	0
Cc1cc(C(=O)N/N=C/c2c(CO)cnc(C)c2O)c2ccccc2n1	4
CC1CN(C(=O)c2ccc(NS(=O)(=O)c3ccc(F)c(F)c3)cc2)CC(C)O1 (configuration not stated)	-1

Among those listed so far, these contain an NH in an aromatic ring:
SMILES	TbREL1 inh
Cc1cc(=O)[nH]c(SCC(=O)c2ccc(C)c(C)c2)n1	-2
O=C1NC(c2ccc3c(c2)OCO3)c2c(-c3ccccc3)n[nH]c21 (configuration not stated)	6
Cc1ccccc1Cn1cc(COC(=O)NCCc2c[nH]c3ccccc23)nn1	-5
COc1ccc(-c2nc(NC(=O)c3n[nH]c(=O)c4ccccc34)sc2C)cc1	-1
Cc1c(C(=O)N(CC(C)C)c2c(N)n(Cc3ccccc3)c(=O)[nH]c2=O)sc2nc3n(c(=O)c12)CCC3	2
O=c1[nH]c(C2CCN(S(=O)(=O)c3ccc4c(c3)OCCO4)CC2)nc2c1nnn2Cc1ccc(F)cc1	0
Cc1ccc(C(=O)c2sc3c(c2N)c(=O)[nH]c(=O)n3CCc2ccccc2)cc1	2

(list continues)
SMILES	TbREL1 inh
COc1cc(NC(=O)c2ccc(Cl)cc2)c(OC)cc1Cl	2
CCCSc1nnc(NC(=O)CSc2sc3c(O)cc(=O)[nH]c3c2C#N)s1	27*
CCOC(=O)CC(=O)CSc1ncnc2c1oc1ccccc12	3
CC(C)(C)OC(=O)N[C@@H](COCc1ccccc1)C(=O)N[C@@H](CO)[C@H](O)[C@@H]1C[C@@H]1C(=O)NC1CC1	-2
CCC(C)(C)NC(=O)C(c1ccc(OC)cc1)N(C(=O)CCC(=O)Nc1cc(C)on1)C1CC1 (configuration not stated)	-3
COc1ccc(NC(=O)c2sc3nc(C)nc(N4CCOCC4)c3c2C)c(OC)c1	-1
CCOC(=O)c1nnsc1NC(C)=O	-1
CC(Nc1ccccc1CO)C(=O)Nc1cccc(Cl)c1Cl (configuration not stated)	3
CCc1nc2ccc(C(=O)NCc3ccc(OC)cc3)cn2c1N(C)CCC(C)C	1
Cc1cc(C)cc(N(CC(=O)N2CCN(Cc3ccccc3)CC2)S(=O)(=O)c2c(C)noc2C)c1	0
CN(C1=NC(=O)CS1)c1ccc(O)cc1	-3
COc1cccc(-n2nnnc2SCC(=O)Nc2ccc3c(c2)OCCO3)c1	-1
Cc1cc2c(=O)n(C)c(SCC(=O)NCC3CCCO3)nc2s1 (configuration not stated)	-2
C[C@H](CO)N1C[C@H](C)[C@@H](CN(C)S(=O)(=O)c2cccs2)Oc2ccc(NC(=O)Nc3ccc(C(F)(F)F)cc3)cc2C1=O	-1
CN(CC(=O)Nc1ccc(Cl)c(C(F)(F)F)c1)C(=O)C1CC(=O)N(Cc2ccco2)C1 (configuration not stated)	-3
CCCCCCCc1nc2c(=O)n(C)c3ccccc3c2o1	2
COc1ccc(OCC(=O)C2CC2)c(C#N)c1	-1
N/C(=N\OC(=O)Nc1ccccc1)c1ccno1	-1
CNC(=O)COc1ccc(C=O)cc1OC	-1
OCCN1c2ccccc2CCc2ccccc21	2
CCC(=O)c1cc2c(C)cc(=O)oc2c(C)c1OC(C)=O	1
C[C@H](CO)N1C[C@H](C)[C@@H](CN(C)Cc2ccncc2)Oc2c(NC(=O)C3CC3)cccc2C1=O	-4
CCn1c(CCNC(=O)c2ccccc2Cl)n[nH]c1=S	1
CCOCCCN(C(=O)c1ccco1)C(C(=O)NC1CCCC1)c1cccc(OC)c1OC (configuration not stated)	1
C[C@H]1O[C@@H](O[C@H]2CC[C@@]3(C)C(CC[C@]4(C)C3C=C[C@]35OC[C@@]6(CCC(C)(C)C[C@H]63)[C@@H](O)C[C@]54C)[C@]2(C)CO)[C@H](O)[C@@H](O[C@@H]2O[C@H](CO)[C@@H](O)[C@H](O)[C@H]2O)[C@H]1O (some centres not stated)	-6
O=C(COC(=O)c1cccc(NC(=O)c2ccco2)c1)c1ccc(Br)cc1	3
CC1CN(C(=O)c2ccc(Br)c(S(=O)(=O)N3CCOCC3)c2)CC(C)O1 (configuration not stated)	-2
O=C(NCc1ccco1)c1csc2c1CCCC2	0
O=C(CCNC(=O)c1ccc(Cl)cc1)NNC(=O)c1ccc(F)cc1	1
Cc1ccc(S(=O)(=O)CC(C)N2CCN(C3CCCCC3)CC2)cc1 (configuration not stated)	0
CCOC(=O)c1cc2c(=O)n3cccc(C)c3nc2n(CC2CCCO2)c1=NC(C)=O (configuration not stated)	0
COc1cc(NC(=O)c2csc(N)n2)cc(C(=O)Nc2cccc(C(F)(F)F)c2)c1	-2
Cc1nnsc1C(=O)NNS(=O)(=O)c1ccccc1	0
COc1ccc(C(C)(C)C)cc1NC(=O)C1=CC=CN2CCS(=O)(=O)N=C12	-2
COc1ccc2cc(C(=O)C3CCCN(C(=O)Cc4c(C)noc4C)C3)ccc2c1 (configuration not stated)	2
COCCCN1C(=O)C(=O)/C(=C(/O)c2ccccc2)C1c1ccc(N(C)C)cc1 (configuration not stated)	-3
O=C(Nc1cccn2ncnc12)c1ccccc1	-1
O=C1CN(C(=O)COC(=O)c2ccc(Br)o2)c2ccccc2N1	5
COc1cc2nncc(SC)c2cc1OC	6
COc1ccc(-n2nnnc2C(c2cccc3ccccc23)N2CCN(C/C=C/c3ccccc3)CC2)cc1 (configuration not stated)	-2
CC(C)(C)c1cc(CN2CCCCC2)cc(C(C)(C)C)c1O	6
CCCCCCCCN1C(=O)[C@H](CC(=O)NCc2cccc(C(F)(F)F)c2)C[C@@]2(C(=O)OC)CC(C)(C)CC=C12	3
COc1cc([N+](=O)[O-])c(OC)cc1SCc1n[nH]c(=S)n1-c1ccc(F)cc1	-5
CCOC(=O)C1=C(C)N(C)C(C)=C(C(=O)OCC)C1c1ccccc1	1
Cc1ccccc1C(=O)Nc1nc2c(C)csc2c(=O)s1	3
